# High-throughput results: PubChem BioAssay, several laboratories
# NFkB transloc pot – enhances IL-1B driven NFkB nuclear translocation. HUVEC IL-1B NFkB p65 nuclear translocation imaging. activation, % at 2 µM. 0.3% of 94,000 active. AID 819;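 active = activation above 40%, about the mean plus 3 SD, also judged a hit on visual image review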;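 also: percent activation is computed from the nuclear over cytoplasmic p65 intensity ratio; values of inactives mirror those of a sister screen read the other way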
# Bcl-B displacement – displacers of TR3 peptide from Bcl-B, primary screen, selectivity assay for Bfl-1 inhibitor project, biochemical, fluorescence polarization | AID 748 | displacement, % at 20 µM, or IC50 in µM where a hit was titrated | FP displacement of FITC-TR3 peptide from Bcl-B; higher % means a stronger effect | 0.11% of 96,000 active;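 active = displacement above 50% at 20 µM plus a fluorescence interference ratio under 1.5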;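 also: plate controls were wells without compound for no effect and wells lacking Bcl-B protein for full effect; a part of the inactive calls stands beside numbers as strong as those of hits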
# IL1B NFkB inh – blocks IL-1B driven NFkB nuclear translocation in HUVEC cells | inhibition, % at 2 µM | HUVEC IL-1B NFkB p65 nuclear translocation imaging | AID 796 | 0.43% of 94,000 active;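 active = inhibition above about 30% together with a positive call from visual inspection of the well image, limit read from the data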;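 also: nuclear over cytoplasmic p65 intensity ratio measured by imaging; 0% = IL-1B stimulated DMSO wells and 100% = unstimulated DMSO wells; values of inactives mirror those of a sister screen read the other way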
# MRP resist rev – MRP-mediated drug resistance reversal. 0.04% of 85,000 active. AID 602. differential viability (reversal), % at 10 µM. H69AR cells + 2 uM doxorubicin, CellTiter-Glo, 72 h;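 active = viability drop by adding the cancer drug above about 55%, with treated viability meeting a 40% cutoff, limit read from the data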;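 also: viability without doxorubicin minus viability with 2 µM doxorubicin for each compound; larger differential means the compound sensitizes cells more to doxorubicin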
# PLAP inhibition – inhibition of human placental alkaline phosphatase – biochemical, luminescence, HTS (AID 690) | purified PLAP, luminescent substrate; higher % means a stronger effect | one-dose inhibition, % at 20 µM; IC50 in µM for titrated hits | 0.08% of 96,000 active; in the data active = a potency from the dose series; inactive = the rest, 99 in 100 with inhibition below about 30%; also: strong numbers were not always called active
# MRP resist rev cytotoxicity – second read-out of MRP resist rev, no call of its own (marks repeat the call); viability, %; H69AR cells, CellTiter-Glo, 72 h; measured here: cytotoxicity without doxorubicin
# MRP resist rev with doxorubicin – further read-out of MRP resist rev, marked with its call; viability, %; measured here: viability with 2 uM doxorubicin; stronger effect = lower value
# IL1B NFkB inh cell count 2 µM – second read-out of IL1B NFkB inh, no call of its own (marks repeat the call); cell count; measured here: cells passing quality filter;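 raw number of nuclei counted in each imaged well without normalization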
# NFkB transloc pot cell count 2 µM – second read-out of NFkB transloc pot, no call of its own (marks repeat the call); cell count; measured here: cells passing quality filter
# Starred values were filed as active, the others as inactive; . = not tested or not shown. The list is partial. The share of hits here may be higher or lower than overall.
SMILES,NFkB transloc pot,NFkB transloc pot cell count 2 µM,Bcl-B displacement,IL1B NFkB inh,IL1B NFkB inh cell count 2 µM,MRP resist rev,MRP resist rev cytotoxicity,MRP resist rev with doxorubicin,PLAP inhibition
COc1ccc(S(=O)(=O)N2CCOCC2)cc1Cl,6,102,-2%,-6,102,11,96,86,0%
CCc1nnc(NC(=O)CCC(=O)N2CCN(C3CCCCC3)CC2)s1,5,97,-6%,-5,97,-16,72,88,-20%
Cn1ccc(C(=O)OCC(=O)c2ccccc2)n1,29,131,1%,-29,131,-4,96,100,3%
O=C(NCCC1=CCCCC1)C1CCN(c2nc3ccccc3o2)CC1,10,167,2%,-10,167,4,88,85,-16%
COc1ccc(NC(=O)CSc2nc(N3CCCCC3)nc(N3CCCCC3)n2)cc1,4,150,8%,-4,150,15,55,40,11%
C/C(CC1CC2=C(CC1(C)C)C(C)(C)CCC2)=N\NC(N)=S (stereo not drawn),.,.,-7%,.,.,-9,23,31,8%
O=S(=O)(c1ccc(Br)s1)N1CCN(c2ccccc2)CC1,4,184,2%,-4,184,8,92,84,18%
CCCCCn1c(N2CCN(c3cccc(Cl)c3)CC2)nc2c1c(=O)[nH]c(=O)n2C,4,139,-8%,-4,139,15,59,44,-102%
CCOC(=O)CSc1nc2sc3c(c2c(=O)[nH]1)CCCC3,-3,152,-1%,3,152,-3,90,93,5%
CCCc1cc(C(=O)Nc2nccs2)cs1,7,178,-1%,-7,178,6,98,92,18%
COc1ccc2nc(NCCCNC(=O)c3cc(OC)c(OC)c(OC)c3)c(C#N)cc2c1,-1,120,48%,1,120,-6,76,82,-138%
CCOc1ccc(/C=C2\C(=O)c3ccccc3OC2c2ccccc2)cc1 (stereo not drawn),13,160,-12%,-13,160,.,.,.,16%
C=CCOc1c(Cl)cc(CNCCC)cc1Cl,2,145,0%,-2,145,-2,88,89,17%
CCOc1cc(/C=C2/NC(=O)N(CC(=O)Nc3cccc(C)c3)C2=O)ccc1OC,-7,153,6%,6,153,.,.,.,7%
COC(=O)C1=NN(c2ccc(C)cc2)C2(S1)SC(C(C)=O)=C(C)N2c1ccccc1 (stereo not drawn),2,157,3%,-2,157,-5,99,104,-6%
O=C(Nc1ccc(N2CCCCC2)c(Cl)c1)c1ccc2c(c1)OCCO2,5,66,-22%,-5,66,-3,79,81,-49%
CS(=O)(=O)NCc1ccc(C(=O)NCCOc2ccccc2)cc1,3,155,-8%,-3,155,-2,85,86,2%
Cc1[nH]c2ccccc2c1C(=O)CN1CCC2(CC1)OCCO2,4,189,-3%,-4,189,.,.,.,8%
CCn1c(SCC(=O)Nc2ccc(OCc3ccccc3)cc2)nnc1-c1ccco1,.,.,1%,.,.,.,.,.,7%
Cn1nccc1C(=O)Nn1cnnc1,-3,115,-8%,3,115,3,91,89,6%
COc1ccc(C(=O)Nn2cnnc2)c(OC)c1,4,166,2%,-4,166,3,107,104,7%
C/C(=C\c1ccccc1)CN(C)CCN(C)C,5,129,3%,-5,129,.,.,.,-7%
O=C(O)c1cnn2c1NC(c1ccc(F)cc1)CC2C(F)(F)F (stereo not drawn),-5,147,-4%,5,147,10,97,88,-10%
O=S(=O)(Nc1cccc(-c2cn3cccnc3n2)c1)c1ccc(-c2ccccc2)cc1,2,105,5%,-2,105,.,.,.,-30%

# 3 entries already listed, ordered by the number in NFkB transloc pot cell count 2 µM, lowest first.
structure	NFkB transloc pot	NFkB transloc pot cell count 2 µM	Bcl-B displacement	PLAP inhibition
O=C(Nc1ccc(N2CCCCC2)c(Cl)c1)c1ccc2c(c1)OCCO2	5	66	-22%	-49%
CCOc1cc(/C=C2/NC(=O)N(CC(=O)Nc3cccc(C)c3)C2=O)ccc1OC	-7	153	6%	7%
COc1ccc(C(=O)Nn2cnnc2)c(OC)c1	4	166	2%	7%

# Compounds shown so far with four or more nitrogen atoms:
SMILES,NFkB transloc pot,NFkB transloc pot cell count 2 µM,Bcl-B displacement,IL1B NFkB inh,IL1B NFkB inh cell count 2 µM,MRP resist rev,MRP resist rev cytotoxicity,MRP resist rev with doxorubicin,PLAP inhibition
CCc1nnc(NC(=O)CCC(=O)N2CCN(C3CCCCC3)CC2)s1,5,97,-6%,-5,97,-16,72,88,-20%
COc1ccc(NC(=O)CSc2nc(N3CCCCC3)nc(N3CCCCC3)n2)cc1,4,150,8%,-4,150,15,55,40,11%
CCCCCn1c(N2CCN(c3cccc(Cl)c3)CC2)nc2c1c(=O)[nH]c(=O)n2C,4,139,-8%,-4,139,15,59,44,-102%
COc1ccc2nc(NCCCNC(=O)c3cc(OC)c(OC)c(OC)c3)c(C#N)cc2c1,-1,120,48%,1,120,-6,76,82,-138%
CCn1c(SCC(=O)Nc2ccc(OCc3ccccc3)cc2)nnc1-c1ccco1,.,.,1%,.,.,.,.,.,7%
Cn1nccc1C(=O)Nn1cnnc1,-3,115,-8%,3,115,3,91,89,6%
COc1ccc(C(=O)Nn2cnnc2)c(OC)c1,4,166,2%,-4,166,3,107,104,7%
O=S(=O)(Nc1cccc(-c2cn3cccnc3n2)c1)c1ccc(-c2ccccc2)cc1,2,105,5%,-2,105,.,.,.,-30%

# Next section
SMILES,NFkB transloc pot,NFkB transloc pot cell count 2 µM,Bcl-B displacement,IL1B NFkB inh,IL1B NFkB inh cell count 2 µM,MRP resist rev,MRP resist rev cytotoxicity,MRP resist rev with doxorubicin,PLAP inhibition
CC(C)NC(=O)NS(=O)(=O)c1cnccc1NC1CC2CCC1C2 (stereo not drawn),-10,118,.,10,118,15,109,94,.
Cc1cc(NC(=O)CSc2nnc(-c3ccco3)n2Cc2ccccc2)no1,-8,69,.,8,69,-4,78,82,.
COC(=O)CSc1nnc(SCc2ccc(Cl)cc2)s1,-7,161,1%,7,161,19,103,85,10%
O=C(NCCc1c[nH]c2ccccc12)c1cc(S(=O)(=O)N2CCCCC2)ccc1N1CCOCC1,-1,107,-11%,1,107,5,87,82,-2%
COc1cc(C(=O)NC2CC3CCCC(C2)N3CC(=O)Nc2ccccc2)cc(OC)c1OC (stereo not drawn),7,172,-5%,-7,172,0,58,58,-59%
Cn1c(SCC(=O)NCc2ccco2)nc2ccccc2c1=O,-6,92,8%,6,92,17,93,77,-2%
Cc1ccc(S(=O)(=O)NCCCCCC(=O)N(C)C)cc1,4,153,4%,-4,153,18,105,88,-8%
CC(=O)NC1C(c2nc3ccccc3s2)=C(c2ccccc2)C(=O)N1c1ccc(C)cc1 (stereo not drawn),-4,171,-5%,4,171,-10,86,96,-14%
CCCCn1nnnc1SCC(=O)N1CCCC1,3,163,-2%,-3,163,0,78,78,-11%
CSc1nc(SCC(=O)NCc2ccco2)c2c3c(sc2n1)CN(C)CC3,26,119,.,-26,119,-14,63,78,.
NC(=O)NC(=O)CSc1nc(-c2ccccc2)c(-c2ccccc2)n1CC1CCCO1 (stereo not drawn),.,.,3%,.,.,-19,36,55,-28%
C1=C(N2CCOCC2)/C(=C/c2nc3ccccc3[nH]2)CC1,.,.,15%,.,.,-8,88,96,-52%
CCOC(=O)c1sc(NC(=O)c2ccc(C)o2)nc1C,7,140,-2%,-7,140,1,65,65,2%
CCNC(=O)CCc1nc(-c2ccc(C(C)(C)C)cc2)no1,20,115,-9%,-20,115,-10,87,97,4%
Cc1nc(NCc2ccc3c(c2)OCO3)c2oc3ccccc3c2n1,7,143,.,-7,143,-3,81,84,.
CC(=O)Nc1ccc(N/C=C/C(=O)C(C)(C)C)cc1,5,147,-8%,-5,147,0,90,90,-18%
Cc1ccc(NC(=O)c2onc(C)c2Cl)cc1,6,199,-3%,-6,199,1,90,89,13%
O=C(C1CCN(S(=O)(=O)c2cccnc2)CC1)N1CCN(c2ccccc2Cl)CC1,-8,58,0%,8,58,-10,60,69,-41%
CCOC(=O)N1CCC(NC(=O)c2cnn3c2NC(c2ccco2)CC3C(F)(F)F)CC1 (stereo not drawn),6,169,-5%,-6,169,.,.,.,-39%
O=S(=O)(Cc1ccccc1)N1CCN(Cc2ccccc2)CC1,10,159,0%,-10,159,5,94,89,13%
CCOC(=O)N1CCN(CCC(=O)Nc2ccccc2OC)CC1,2,122,.,-2,122,-1,89,90,.
CCC(=NCCN1CCNCC1)C1=C(O)CC(C)(C)CC1=O,2,142,-9%,-2,142,0,102,102,-10%
c1ccc(C(Cc2nc(-c3cccnc3)no2)c2ccccc2)cc1,8,168,-9%,-8,168,-4,81,85,-15%
CCOc1cc(N2CCOCC2)c(OCC)cc1NC(=O)Cc1cn2ccsc2n1,4,142,9%,-4,142,12,90,78,-46%
CCSc1ccccc1C(=O)Nc1cccc(OC)c1,7,50,-2%,-7,50,1,90,89,8%
Cc1ccc(CNC(=O)C2(NC(=O)Nc3ccc(C)cc3)CCCCC2)cc1,0,166,-1%,0,166,.,.,.,13%
Cc1cccc(Nc2nnc(C)c(=O)n2N)c1,18,121,-7%,-18,121,.,.,.,11%
CC(=O)c1cc(C)ccc1OC(=O)CCN1C(=O)C2C3c4ccccc4C(c4ccccc43)C2C1=O (stereo not drawn),-7,162,-6%,7,162,.,.,.,7%
COC(=O)/C=c1\sc2n(c1=O)C(C)=CC(C)(C)N=2,-7,134,-7%,7,134,-2,65,67,-34%
O=C(NCCc1ccccc1)C1c2ccccc2C(=O)N1C1CC1 (stereo not drawn),-17,91,-1%,17,91,11,101,90,13%
CCOC(=O)C1=C(C)OC(N)=C(C(=O)OCC)C1c1ccncc1 (stereo not drawn),.,.,17%,.,.,5,81,76,-21%
COc1cccc(CN2CCN(C(=O)c3cccs3)CC2)c1OC,.,.,-7%,.,.,-7,93,100,-11%
CCc1nc2nc(C)cc(Nc3cccc(C(F)(F)F)c3)n2n1,.,.,-2%,.,.,-4,58,62,-142%
COc1cc(/C=C2/C(=N)N3C=CSC3=NC2=O)ccc1OCCCOc1c(C)cccc1C,21,60,-10%,-21,60,-12,44,56,-34%
CC(C)c1c(O)nc(SCC(=O)Nc2ccc3c(c2)CCC3)[nH]c1=O,.,.,-8%,.,.,.,.,.,10%
O=S(=O)(c1cc(C(F)(F)F)ccc1Cl)N1CCCCCC1,.,.,-1%,.,.,15,91,77,4%
O=C1C(=O)N(Cc2cccnc2)C(c2ccccn2)/C1=C(/O)c1ccccc1 (stereo not drawn),7,44,5%,-7,44,-8,91,99,-3%
COc1ccc(N=c2sc3ccccc3n2C)cc1,-3,172,-1%,3,172,.,.,.,15%
COC(=O)C(C#N)C(c1cccnc1)c1c(C)[nH][nH]c1=O (stereo not drawn),13,117,2%,-13,117,-10,82,92,-11%
COc1ccc(N2C(=O)CCC(C(=O)N3CCCCCC3)C2c2ccc(OC)c(OC)c2)cc1 (stereo not drawn),26,101,-4%,-26,101,17,99,82,-24%
C/C(=N\NC(=O)CC1N=C(Cc2ccccc2)NNC1=O)c1ccccc1 (stereo not drawn),6,168,-3%,-6,168,-12,89,101,4%
CCOC(=O)Cn1c(CCC(=O)O)ccc1-c1ccc(F)cc1,23,54,.,-23,54,19,98,79,.
CSc1nc2ccccc2n1CC(=O)Nc1cc(C(F)(F)F)ccc1N1CCOCC1,18,133,4%,-18,133,-20,43,64,-58%
Cn1ccnc1C(O)c1ccc(OCc2ccccc2)cc1 (stereo not drawn),.,.,-11%,.,.,22,100,77,-64%
CCCCn1nnnc1SCC(=O)Nc1cccc(C)n1,-4,158,-8%,4,158,-12,97,108,8%

# Single records (already shown).
# CCOC(=O)C1=C(C)OC(N)=C(C(=O)OCC)C1c1ccncc1 (stereo not drawn) is listed as NFkB transloc pot = .; NFkB transloc pot cell count 2 µM = .; Bcl-B displacement = 17%; IL1B NFkB inh = .; IL1B NFkB inh cell count 2 µM = .; MRP resist rev = 5; MRP resist rev cytotoxicity = 81; MRP resist rev with doxorubicin = 76; PLAP inhibition = -21%
# CCOC(=O)Cn1c(CCC(=O)O)ccc1-c1ccc(F)cc1 is listed as NFkB transloc pot = 23; NFkB transloc pot cell count 2 µM = 54; Bcl-B displacement = .; IL1B NFkB inh = -23; IL1B NFkB inh cell count 2 µM = 54; MRP resist rev = 19; MRP resist rev cytotoxicity = 98; MRP resist rev with doxorubicin = 79; PLAP inhibition = .
